Bioassay records (PubChem BioAssay)
RGS4 inh: inhibitors of human RGS4 | P49798 | B-score at 10 µM | HEK293 M3R/RGS4 inducible, Fluo-4 calcium flux; stronger effect = higher value; triggered by carbachol at its EC20 | 310,000 tested, 0.45% active;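 active = B-score, a plate-corrected calcium signal, over three deviations above library mean, with baseline fluorescence within five deviations of library mean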;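 note: RGS4 expression induced by doxycycline in cells with stable M3 receptor; B-score is computed from the integrated fluorescence ratio over baseline after carbachol; higher B-score means a larger calcium signal and so more RGS4 inhibition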
ANO1 block: blocks the mouse calcium-activated chloride channel TMEM16A; 310,000 tested, 1.2% active; HEK293 TMEM16A/YFP iodide influx fluorescence, ionomycin; normalized B-score (activity score, 25-100; higher = stronger inhibition) at 10 µM;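 active = ratio plate-corrected score three or more library SD toward inhibition, starting fluorescence score within five deviations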;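 note: score derived from kinetic fluorescence span divided by baseline fluorescence per well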
Target sequence (Q8BHY3 whole entry, looked up): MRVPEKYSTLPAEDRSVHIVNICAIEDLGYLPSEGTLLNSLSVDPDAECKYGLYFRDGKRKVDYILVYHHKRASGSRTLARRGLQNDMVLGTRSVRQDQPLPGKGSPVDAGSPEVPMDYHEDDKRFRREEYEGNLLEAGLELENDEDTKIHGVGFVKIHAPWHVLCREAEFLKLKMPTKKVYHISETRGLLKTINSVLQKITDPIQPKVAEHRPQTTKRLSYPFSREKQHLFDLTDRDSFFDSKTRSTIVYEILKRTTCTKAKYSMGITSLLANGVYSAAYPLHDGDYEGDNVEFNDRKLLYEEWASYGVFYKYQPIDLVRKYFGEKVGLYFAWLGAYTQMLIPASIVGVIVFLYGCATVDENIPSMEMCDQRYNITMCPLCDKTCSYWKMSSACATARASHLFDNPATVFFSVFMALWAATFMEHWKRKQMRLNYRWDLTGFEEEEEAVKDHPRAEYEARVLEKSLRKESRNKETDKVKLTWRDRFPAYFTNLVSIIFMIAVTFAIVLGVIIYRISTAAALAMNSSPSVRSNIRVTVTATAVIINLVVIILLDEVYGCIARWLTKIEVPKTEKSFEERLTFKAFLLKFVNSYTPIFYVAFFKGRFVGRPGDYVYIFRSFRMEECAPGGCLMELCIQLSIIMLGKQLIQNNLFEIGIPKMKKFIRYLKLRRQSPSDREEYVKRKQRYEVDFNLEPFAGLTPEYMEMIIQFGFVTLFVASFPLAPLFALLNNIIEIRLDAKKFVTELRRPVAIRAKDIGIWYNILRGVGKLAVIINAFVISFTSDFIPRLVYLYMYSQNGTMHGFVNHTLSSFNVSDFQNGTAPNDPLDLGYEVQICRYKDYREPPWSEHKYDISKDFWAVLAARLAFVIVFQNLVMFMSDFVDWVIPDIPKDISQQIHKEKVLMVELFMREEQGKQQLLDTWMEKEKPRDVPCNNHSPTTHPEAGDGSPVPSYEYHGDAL
KCNQ1 block: inhibitors of human KCNQ1 potassium channel; CHO-K1 KCNQ1, FluxOR thallium flux fluorescence; stronger effect = higher value; B-score at 10 µM; 310,000 tested, 1.3% active; AID 2642;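 active = compounds whose thallium flux B-score, printed positive for inhibition, exceeds three library SD while starting fluorescence stays within three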;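 note: channel opened by potassium depolarization with thallium stimulus after 20 min compound exposure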
HDAC3 inhib: blocks human histone deacetylase 3 | inhibition, % at 8.3 µM | O15379 | 320,000 tested, 0.15% active | recombinant HDAC3, fluorogenic peptide/trypsin coupled, fluorescence; in the data active = inhibition above about 26%, passing the limit was not always enough
KCNQ1 act: potentiators or activators of human KCNQ1 potassium channel | P51787 | CHO-K1 KCNQ1, thallium flux FluxOR fluorescence; stronger effect = higher value | B-score at 10 µM | 310,000 tested, 0.35% active;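 active = fluorescence ratio B-score, a plate-corrected score, at least three library SD, with initial intensity B-score within 5 SD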
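Medium – assay buffer, equal DMSO in all wells · Material – CHO-K1 cell line with stable KCNQ1 potassium channel expression · Signal – kinetic FluxOR thallium fluorescence, 10-s 1-Hz baseline, 110-s post-stimulus read · Compound – single concentration per compound, DMSO matched to controls · Schedule – 37 °C overnight plating, 90-min dark dye load, 20-min compound pretreatment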
hERG rescue: compounds protecting human hERG from proarrhythmic drug block. activation (rescue from dofetilide block), less the hit threshold, % at 10 µM. 310,000 tested, 0.51% active. Q12809. AID 1511. CHO-hERG, FluxOR thallium flux, dofetilide IC70 present;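 active = activation above the mean of controls blocked by dofetilide plus 5 SD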;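 note: thallium influx through hERG after potassium depolarization seen as dye fluorescence rise; in these data hits start at about 4.7%; inactives centre near -7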
SKKanGAS inh: SKKanGAS growth inhibition; S. pyogenes SKKanGAS, kanamycin growth, BacTiter-Glo, 6 h; inhibition, % at 7.5 µM; 300,000 tested, 1.3% active; AID 1662;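 active = mean replicate score, as percent of positive control median, at least 50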;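 note: strain carries kanamycin resistance gene driven by streptokinase promoter and grows in 40 µg/ml kanamycin; loss of luminescence reflects streptokinase promoter inhibition or plain growth inhibition; 0% = median of DMSO wells and 100% = positive control at its reference dose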
RGS4 pot: potentiators or activators of RGS4; 310,000 tested, 0.92% active; B-score at 10 µM; HEK293 M3R/inducible RGS4, carbachol calcium flux Fluo4; stronger effect = lower value; AID 463111;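 active = B-score of the integrated calcium signal more than 4 SD below the library mean, with starting fluorescence not abnormally high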;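 note: negative B-score means reduced calcium response which marks RGS4 activation or potentiation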
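Detection: kinetic calcium fluorescence imaging with Fluo4-AM dye, 2 µM / Material: HEK293 cells with stable M3R and inducible RGS4 / Schedule: recording 10 s baseline at 1 Hz, 100 s post-agonist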
KCNK3 block: human KCNK3 channel inhibition, primary screen. O14649. CHO-KCNK3 thallium flux, FluxOR fluorescence; stronger effect = lower value. B-score at 10 µM. 340,000 tested, 0.84% active;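 active = B-score under library mean minus 4 SD, starting fluorescence ratio at most library mean plus 5 SD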;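 note: more negative B-score means stronger inhibition of thallium flux through KCNK3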
TMEM16A act: activates or potentiates the mouse TMEM16A chloride channel; Q8BHY3; HEK293 TMEM16A/YFP-H148Q/I152L, iodide quench fluorescence; stronger effect = lower value; B-score at 10 µM; 340,000 tested, 0.3% active; AID 623877;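 active = fluorescence-ratio B-score plate-corrected deviation score at least 3 library SD below zero, with starting fluorescence score within 5 deviations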;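 note: channel opened by trigger with iodide after compound preincubation; score built on the fluorescence ratio of max minus min over baseline; more negative score means more quench and so TMEM16A activation or potentiation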
KCNK9 block: human KCNK9 channel inhibition; Q9NPC2; HEK293 KCNK9, FluxOR thallium flux fluorescence; stronger effect = lower value; B-score at 10 µM; 310,000 tested, 1.2% active;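 active = ratio B-score over 3 SD below the library mean, with starting fluorescence within 5 SD of its mean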;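 note: negative B-score means less thallium flux so channel inhibition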
* = called active by the depositor; i = inactive; . = no result given. This is a random part of the collection; any-hit rate near 6.3%.

Values in the order: hERG rescue	KCNQ1 act	SKKanGAS inh	RGS4 pot	TMEM16A act	ANO1 block	KCNQ1 block	KCNK9 block	HDAC3 inhib	KCNK3 block	RGS4 inh
1) O=C1N/C(=C/c2ccc(N3CCOCC3)cc2)C(=O)N1Cc1ccc(F)cc1
  -5	i	-3	i	i	i	i	i	-2	i	i
2) Cn1c2c(c(=O)n(C)c1=O)CN(CC1CCCO1)CN2 (stereo not drawn)
  -7	i	-2	i	i	i	i	i	1	i	i
3) COCCNC(=O)CN(c1cc(C(F)(F)F)ccc1Cl)S(C)(=O)=O
  2	i	-7	i	i	i	i	i	-5	i	i
4) Cc1ccc(Sc2ncccc2[N+](=O)[O-])cc1
  -6	i	1	i	i	i	i	i	-4	i	i
5) Cn1c(=O)c(-c2cccc(Cl)c2)c(O)c2ccccc21
  -5	i	-6	i	i	i	i	i	-21	i	i
6) CSC1=N/C(=C\c2ccccc2C)C(=O)S1
  -6	i	7	i	i	i	i	i	-10	i	i
7) CCN(c1ccccc1)S(=O)(=O)c1cccc(C(=O)Nc2ccc(C)cn2)c1
  -18	i	13	i	i	i	i	i	7	i	i
8) Clc1ccc(-c2csc(N3CCC(c4ccccc4)C3)n2)cc1 (stereo not drawn)
  -9	i	10	i	i	i	i	i	3	i	i
9) Cc1cccc(CCN(C(=O)Cc2cccs2)C(C(=O)NC2CCCCC2)c2cccnc2)c1 (stereo not drawn)
  -8	i	5	i	i	i	i	i	-10	i	i
10) O=C(O)c1cccnc1SCc1ccccc1Cl
  -6	i	-11	i	i	i	i	i	-16	i	i
11) Cc1cccc(NC(=O)CSc2nnc(C)c(=O)n2N)c1
  -6	i	0	i	i	i	i	i	-5	i	i
12) COc1ccccc1-c1ccc(SCc2ccccc2F)nn1
  -9	i	12	i	i	25*	i	i	-3	i	i
13) CC(C)n1c(=S)[nH]c2c1c(=O)[nH]c(=O)n2C
  -2	i	5	i	i	i	i	i	17	i	i
14) CC1CCN(C(=O)c2cc(Cl)ccc2NC(=O)c2ccco2)CC1
  -5	i	0	i	i	i	i	i	3	i	i
15) CCCNC(=O)COC(=O)c1cc(-c2ccc(OC)cc2)nc2ccccc12
  -5	i	2	i	i	i	i	i	0	i	i
16) Cc1cc(C)cc(N(CC(=O)N2CCn3c2nc2ccccc23)S(=O)(=O)c2c(C)noc2C)c1
  -1	i	10	i	i	i	i	i	10	i	i
17) COC(=O)CCN1CCC(c2cc(-c3cccc(C(F)(F)F)c3)n[nH]2)CC1
  -8	i	0	i	i	i	i	i	4	i	i
18) CN(C(=O)CSc1nc2cc(Cl)ccc2c(=O)n1Cc1ccco1)C1CCS(=O)(=O)C1 (stereo not drawn)
  -5	i	-3	i	i	i	i	i	3	i	i
19) COc1cccc(NC(=O)CC(C)=O)c1
  -4	i	1	i	i	i	i	i	0	i	i
20) Cc1cc(NC(=S)Nc2ccc(C)c(Cl)c2)n[nH]1
  -4	i	1	i	i	i	i	i	-7	i	i
21) CC(=O)COC(=O)c1cc(-c2ccc(C)cc2)nc2ccccc12
  -8	i	1	i	i	i	i	i	-3	i	i
22) CCc1nnc(NC(=O)Cn2nc(-c3ccc(OC)c(OC)c3)ccc2=O)s1
  -5	i	-10	i	i	i	i	i	-2	i	i
23) CCc1ccc(S(=O)(=O)NCc2csc(C)n2)cc1
  -8	i	-6	i	i	i	i	i	-3	i	i
24) Cc1cc(N/N=C/c2ccc(N(C)C)cc2)nc(NCc2ccccc2)n1
  -10	i	0	i	i	i	i	i	-2	i	i
25) CN(C)c1nnnn1-c1cccc(Oc2ncc(C(F)(F)F)cc2Cl)c1
  -7	i	-5	i	i	i	i	i	0	i	i
26) Cc1ccn2c(NC(=O)c3ccco3)c(-c3ccccc3)nc2c1
  -7	i	-2	i	i	i	i	i	-1	i	i
27) CCc1cc2c(SCC#N)ncnc2s1
  -4	i	-14	i	i	i	i	i	3	i	i
28) Fc1ccccc1Nc1n[nH]c(=S)s1
  -8	i	1	i	i	i	i	i	6	i	i
29) Cc1ccc(-n2nc3c(c2NC(=O)CCC2CCCCC2)CS(=O)C3)cc1 (stereo not drawn)
  -8	i	-1	i	i	i	i	i	-5	i	i
30) CC(c1ccccc1)C1CC(=O)N(C2CCCCC2)C1=O (stereo not drawn)
  -8	i	-2	i	i	i	i	i	1	i	i
31) COCCn1nnnc1C(c1ccc(OC)cc1OC)N1CCN(c2ccccc2F)CC1 (stereo not drawn)
  -5	i	4	i	i	i	i	i	-4	i	i
32) Cc1cc(C)c(C(=O)COC(=O)CCn2c(C)csc2=O)cc1C
  -10	i	13	i	i	i	i	i	2	i	i
33) Cn1c(=O)c2c(nc(SC3C(=O)CC(C)(C)CC3=O)n2C)n(C)c1=O
  -11	i	6	i	i	i	i	i	3	i	i
34) CCCCOCCCNC(=O)N[C@H](C(=O)OC)C(C)C
  -5	i	-1	i	i	i	i	i	4	i	i
35) Cc1cccnc1NC(=O)CNC(=O)C12CC3CC(CC(Cl)(C3)C1)C2
  -8	i	-1	i	i	i	i	i	6	i	i
36) COc1ccc(OC)c(NC(=O)C2CCC(CNc3c(N4CCC(C)CC4)c(=O)c3=O)CC2)c1 (stereo not drawn)
  -12	i	8	i	i	i	i	i	0	i	i
37) O=C(c1ccc(OC2CCN(CCc3ccccc3)CC2)cc1)N1CCC[C@H]1CO
  -8	i	0	i	i	.	i	i	.	i	i
38) S=C(NCc1cccs1)Nc1cc(Cl)cc(Cl)c1
  -10	i	66*	i	i	i	6*	i	-3	i	i
39) Cc1c(C(=O)NC(C)CN2CCCCC2)oc2ccccc12 (stereo not drawn)
  -9	i	-3	i	i	i	i	i	6	i	i
40) COC(=O)c1c(C)[nH]c(C)c1-c1ccccc1
  -2	i	2	i	i	i	i	i	6	i	i
41) O=C(CN(Cc1cccs1)C(=O)CNS(=O)(=O)c1ccc(F)cc1)NCC1CCCO1 (stereo not drawn)
  -10	i	3	i	i	i	i	i	6	i	i
42) CCOc1cc(NC(=O)C2CC2)c(OCC)cc1NC(=O)c1ccccn1
  -9	i	3	i	i	i	i	i	8	i	i
43) Cc1ccccc1S(=O)(=O)Nc1nc2ccccc2nc1Cl
  -6	i	8	i	i	i	i	i	-2	i	i
44) COc1ccc(NC(=O)C(Sc2nnc3ccccn23)c2ccccc2)cc1Cl (stereo not drawn)
  -16	i	1	i	i	i	i	i	-3	i	i
45) C=CCN1C2=NCCCN2c2ccccc21
  -3	i	5	i	i	i	i	i	-7	i	i
46) CCOC(=O)c1[nH]c2cc(OC)c(OC)cc2c1NC(=O)c1nonc1C
  -9	i	-14	i	i	i	i	i	-5	i	i
47) CCOC(=O)/C(=C\c1cn(C)c2ccccc12)[N+](=O)[O-]
  -13	i	-10	i	i	i	i	i	11	i	5.8*
48) COc1ccc(-c2cn(Cc3ccc([N+](=O)[O-])cc3)nn2)cc1
  -3	i	-5	i	i	i	i	i	1	i	i
49) C=CCOc1ccc(-c2nc3c(c(=O)[nH]c(=O)n3Cc3ccccc3)n2CCCOC)cc1
  -1	i	-2	i	i	i	i	i	-6	i	i
50) CCOc1ccc2[nH]c(C)cc(=O)c2c1
  -3	i	0	i	i	i	i	i	-4	i	i

The results go on.
Values in the order: hERG rescue	KCNQ1 act	SKKanGAS inh	RGS4 pot	TMEM16A act	ANO1 block	KCNQ1 block	KCNK9 block	HDAC3 inhib	KCNK3 block	RGS4 inh
51) CC(=O)c1ccc(S(=O)(=O)NC2CC(=O)N(c3ccc(C)c(C)c3)C2)cc1 (stereo not drawn)
  -14	i	2	i	i	i	i	i	-2	i	i
52) Cc1cc(=O)oc2cc(OCC(=O)Nc3nnc(C(C)C)s3)ccc12
  -11	i	1	i	i	i	i	i	-11	i	i
53) O=C(c1ccc([N+](=O)[O-])cc1)N1CCc2ccccc21
  -5	i	5	i	i	i	i	i	-2	i	i
54) FC(F)(F)c1nc(-c2cccnc2)ncc1-c1nnnn1-c1ccccc1
  -8	i	5	i	i	i	i	i	2	i	i
55) CCc1nnc(SCC(=O)N2CCCc3ccccc32)nc1CC
  -7	i	-5	i	i	i	i	i	2	i	i
56) COc1c(Cl)cc(-c2noc(C)c2C(=O)NCc2ccccc2)cc1Cl
  -5	i	-2	i	i	i	i	i	5	i	i
57) COc1ccc(C(=O)Oc2ccc(/C=N/NC(=O)Cc3ccc([N+](=O)[O-])cc3)cc2)cc1
  -4	i	0	i	i	i	i	i	-7	i	i
58) c1coc(Cn2nnnc2CN2CCN(C3CCCCC3)CC2)c1
  -11	i	0	i	.	i	i	i	-3	i	i
59) CCCCN(CC)S(=O)(=O)c1ccc(C(=O)Nc2nnc(-c3ccccc3Cl)o2)cc1
  -6	i	99*	i	i	i	i	i	1	i	i
60) O=C(NCCN1C(=O)S/C(=C\c2ccc(F)cc2)C1=O)c1cccc(S(=O)(=O)N2CCOCC2)c1
  -8	i	0	i	i	i	i	i	-2	i	i
61) O=C(NCc1ccccn1)Nc1ccccc1F
  -1	i	10	i	i	i	i	i	-8	i	i
62) CN(C)CCCNCC(=O)Nc1ccccc1N1CCOCC1
  -11	i	-2	i	i	i	i	i	5	i	i
63) CCOc1ccc(CN2CCC(=O)NC2=O)cc1
  -23	i	-6	i	i	i	i	i	-8	i	i
64) CN(CCN(C)C(C)(C)C)C(=O)C(c1ccccc1)c1ccccc1
  -6	i	-5	-12*	i	i	i	i	3	i	i
65) Cc1[nH]nc2c1C(Cc1ccccc1)C(C#N)=C(N)O2 (stereo not drawn)
  -4	i	-3	i	i	i	i	i	1	i	i
66) C[C@H](NC(=O)[C@H]1N2C(=O)c3ccccc3C2SC1(C)C)C(=O)NCC1CCCO1 (stereo partly drawn)
  -5	i	-1	i	i	i	i	i	3	i	i
